Compound activity: PubChem BioAssay, National Center for Advancing Translational Sciences (NCATS)
CHX counter: Cycloheximide Counterscreen for Small Molecule Inhibitors of Shiga Toxin; AID 2314, 2010; 12% of 300,000 active; cell reporter, cycloheximide protein synthesis inhibition counterscreen; max response, %; in the data active = max response mostly above about 13%, no sharp cut-off; inactive = mostly below about 14%; also: read at 38.3 µM for the half of the compounds with a filed dose; 0% is about no effect
Pf growth 48h: Primary qHTS for delayed death inhibitors of the malarial parasite plastid, 48 hour incubation. P. falciparum luciferase growth in erythrocytes, 48 h. Potency, µM (series often up to 28.7 µM), for inactives: at the top dose activity change, negative = inhibition, hits mostly inhibitors. 5.9% of 310,000 active. AID 504832, 2011; also: potency is read from the fitted curve at half-maximal effect; % is scaled to controls: 0 for no effect and ±100 for the full control effect
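Luciferase-expressing parasites in RBCs, 2% Hct / 0.1% parasitemia final; RPMI 1640 + 0.5% Albumax; 37 C, 5% CO2, one generation; luminescence read-out, lower signal = inhibition.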
Shiga toxin inh: A qHTS for Small Molecule Inhibitors of Shiga Toxin | Vero cells, Shiga toxin protein synthesis inhibition reporter | inhibition, % at 38.7 µM | 9.2% of 290,000 active | AID 2315, 2010; in the data active = inhibition mostly above about 28%, no sharp cut-off; inactive = mostly below about 43%; also: 0% is about no effect
HCV inhibitor: qHTS Assay for Inhibitors of Hepatitis C Virus (HCV); Huh7.5.1 HCVcc-Cre infection, luciferase reporter, 44 h; Potency, µM (titrated, usually from 41.8 µM), for the others: top-dose activity change, negative = inhibition, most hits filed as inhibitors; 3.4% of 340,000 active; also: potency is read from the fitted curve at half-maximal effect; % is scaled to controls: 0 for no effect and ±100 for the full control effect
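After 44 h co-culture of compound, cells and HCVcc-Cre (~0.5 moi), substrate is added for 15 min at room temperature and luciferase measured over 15 sec. Cells were seeded at 1,000/well and pre-cultured 4 h.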
Pf growth 96h: Primary qHTS for delayed death inhibitors of the malarial parasite plastid, 96 hour incubation. P. falciparum luciferase reporter growth, 96 h. Potency, µM (doses to about 28.7 µM), for inactives: top-dose activity change, negative = inhibition, actives largely listed as inhibitors. 6.9% of 320,000 active. AID 504834, 2011; also: potency is read from the fitted curve at half-maximal effect; % is scaled to controls: 0 for no effect and ±100 for the full control effect
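Delayed-death screen, second-generation endpoint: infected erythrocytes, 2% hematocrit, 0.05% parasitemia final; 96 hours at 37 C, 5% CO2; luciferase detection reagent; luminescence decrease equals reduced growth.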
FBPA Giardia inh: qHTS Assay for Inhibitors of Fructose-1,6-bisphosphate Aldolase from Giardia Lamblia; A8B2U2; purified Giardia FBPA; Potency, µM (top dose mostly 59.6 µM), for the others: at the top dose activity, negative = inhibition, actives largely listed as inhibitors; 0.71% of 290,000 active; also: potency is read from the fitted curve at half-maximal effect; % is scaled to controls: 0 for no effect and ±100 for the full control effect; nearly all actives have a fitted effect of over 55% in size
Target sequence (A8B2U2 whole entry, looked up): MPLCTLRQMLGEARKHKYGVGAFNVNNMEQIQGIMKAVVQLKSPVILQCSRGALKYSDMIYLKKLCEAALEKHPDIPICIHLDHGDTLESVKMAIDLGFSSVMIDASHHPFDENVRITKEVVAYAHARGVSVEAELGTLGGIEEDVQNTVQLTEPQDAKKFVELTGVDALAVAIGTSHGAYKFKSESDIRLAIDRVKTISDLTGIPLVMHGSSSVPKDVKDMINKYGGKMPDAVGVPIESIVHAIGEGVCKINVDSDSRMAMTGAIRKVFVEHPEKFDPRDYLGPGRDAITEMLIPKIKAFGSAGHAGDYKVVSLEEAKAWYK
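Giardia FBPA (40 nM reagent) was preincubated 10 min at RT with compound (up to 57.5 uM final), then substrate plus GAPDH/TPI/NAD/arsenate coupling system with diaphorase/resazurin was added; resorufin fluorescence (525/598 nm) was read after 20 min.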
* marks the source's active call; other numbers are inactive results; ? = inconclusive; . = not tested or not shown; & = joins results of further samples; [ ] = dose if it differs, or a comment. Unless noted, calls follow the shape of the dose curve; as a rule, active = well fitted curve in the direction sought with a large enough effect; inconclusive = small, poorly fitted or top-dose-only effect, or another doubt; inactive = no such curve, though single readings can be large; an effect the other way counts as inactive or inconclusive.

Compound | HCV inhibitor | Pf growth 96h | Shiga toxin inh | Pf growth 48h | CHX counter | FBPA Giardia inh
O=C1CN(c2nc3ccccc3n3cnnc23)CC(=O)N1CCc1ccccc1 | -2% | ? | -16 | 3% | -5 | -1%
Cc1ccc(OCC(=O)N2CCC(C)CC2)c([N+](=O)[O-])n1 | 6% | -5% | . | 18% | . | .
CCOC(=O)N1CCN=C1SCc1ccc(C(F)(F)F)cc1 | -20% | -19% | 32 | 4% | -5 | -1%
CC1CN(C(=O)Nc2cccc(C(F)(F)F)c2)CC(C)O1 (stereo unspecified) | 2% | ? | 14 | -29% | 3 | -1%
O=C1c2ccccc2C(=O)N1Nc1ccccc1 | 31%[activator] | 228%[activator] | 15 | 5% | 7 | 8%
S=C1NCN(Cc2ccccc2)CN1C1CCCCC1 | -3% | 111%[activator] | -5 | ? | -14 | 1%
O=C(COC(=O)CCCOc1ccccc1)NNC(=O)c1ccc([N+](=O)[O-])cc1 | -15% | -7% | -10 | 16% | 3 | .
CC(C)Oc1cc(-n2nc(C(C)(C)C)oc2=O)c(Cl)cc1Cl | . | . | 12 | . | 8 | -3%
CC1(C)Cc2nc3oc4c(NCc5ccccc5)ncnc4c3cc2CO1 | -26% | -13%[5.75 µM] | 24 | -17% | 8 | 7%
O=C(c1cc2ccccc2oc1=O)N1CCN(Cc2ccc3c(c2)OCO3)CC1 | ? | ? | 22 | 5% | -1 | 4%
COCCNC(=O)C(C)OC(=O)c1cc2sccc2n1C (stereo unspecified) | 9% | ? | -9 | 11% | -2 | .
Cc1cc([N+](=O)[O-])ccc1NC(=O)c1sc2ncn(CC(=O)N3CCOCC3)c(=O)c2c1C | 7% | 15µM* | -3 | ? | -1 | 0%
COc1cccc(OC)c1C(=O)Nc1ccc2nc(C)c(C)nc2c1 | 0% | ? | 15 | 18% | 9 | 1%
Cc1ccc(-n2c(-c3ccccc3)c[nH]c2=S)cc1 | ? | 14% | -15 | 3% | -3 | 1%
Cc1cccc(C)c1NC(=O)COC(=O)CN1C(=O)C2CCCCC2C1=O (stereo unspecified) | 14% | 34%[activator] | . | 2% | . | .
CN(C)S(=O)(=O)c1ccc(N2CCCC2=O)c([N+](=O)[O-])c1 | 15% | ? | -19 | -13% | -1 | 5%
COc1ccc(CC(NC(C)=O)C(=O)N2CCN(C(=O)Nc3cccc(Cl)c3)CC2)cc1OC (stereo unspecified) | 2% | 30%[activator] | -2 | -9% | -3 | -1%
CC(=O)N/C(=C\c1ccccc1)C(=O)OCC(=O)NC(C)C12CC3CC(CC(C3)C1)C2 (stereo unspecified) | 0% | ? | 11 | -22% | -3 | -9%
Cc1nc(Sc2ccccc2)c(C#N)cc1-c1ccccc1 | -25% | ? | 50* | ? | 28* | 0%
O=C(c1ccccc1)N1CCN(C(=O)c2nn3c(C(F)(F)F)cc(-c4ccco4)nc3c2Br)CC1 | ? | 0% | 18 | 10µM* | 3 | 0%
COc1ccccc1N1CCN(C(CNS(=O)(=O)c2ccccc2)c2cccnc2)CC1 (stereo unspecified) | -12% | 0% | -12 | . | -3 | 0%
O=C(Nc1nnc(C2=COCCO2)o1)c1cccc(F)c1 | -3% | 15µM* | 28 | ? | 11* | .
CCC(C(=O)Nc1nc(C)c(C)s1)c1ccccc1 (stereo unspecified) | ? | ? | . | 25% | -1 | 9%
CS(=O)(=O)N1CCC(C(=O)NCc2ccc(F)cc2Cl)CC1 | -7% | . | -3 | 17% | -1 | -1%
O=C(Nc1cc(S(=O)(=O)Nc2ccc(Cl)cc2)ccc1N1CCCCC1)c1ccc(F)cc1 | 7.1µM* | ? | 7 | ? | 2 | -7%
CC(C)CCn1c(SCC(=O)NC2CCS(=O)(=O)C2)nc2cc(Cl)ccc2c1=O (stereo unspecified) | 2% | -1% | . | -26% | . | .
CC(=O)c1cccc(NC(=S)Nc2cccc3ccccc23)c1 | -10% | 7% | 83* | 0% | 44* | -25%
CCOc1nc(NCCO)nc(Nc2ccccc2F)n1 | -18% | 25% | 48 | 22% | 17* | -2%
Cc1ccc(C(c2c(O)nc3n(c2=O)CCS3)c2c(O)nc3n(c2=O)CCS3)cc1 | 1% | -24% | -5 | -4% | -2 | -5%
C=CCn1c(SCC(O)Cn2c3ccccc3c3ccccc32)nnc1-c1ccco1 (stereo unspecified) | ? | -18% | 0 | ? | -3 | -6%

Only HCV inhibitor (2 entries from above):
structure | HCV inhibitor
O=C(c1cc2ccccc2oc1=O)N1CCN(Cc2ccc3c(c2)OCO3)CC1 | ?
COCCNC(=O)C(C)OC(=O)c1cc2sccc2n1C (stereo unspecified) | 9%

The main list resumes; the 2 compounds before the break are reprinted first.
Compound | HCV inhibitor | Pf growth 96h | Shiga toxin inh | Pf growth 48h | CHX counter | FBPA Giardia inh
Cc1ccc(C(c2c(O)nc3n(c2=O)CCS3)c2c(O)nc3n(c2=O)CCS3)cc1 | 1% | -24% | -5 | -4% | -2 | -5%
C=CCn1c(SCC(O)Cn2c3ccccc3c3ccccc32)nnc1-c1ccco1 (stereo unspecified) | ? | -18% | 0 | ? | -3 | -6%
CC(O)(P(=O)(O)O)P(=O)(O)O | ? | 6% | -3 | 1% | -2 | -20%
CCOC(=O)c1ccc(CNCc2ccccc2)cc1 | 18% | 0% | 50* | 49%[activator] | 29* | -7%
C=C1C(O)(c2ccccc2)C2CC[N+]1(C)CC2 (stereo unspecified) | 6% | 0% | 20 | -10% | -7 | 4%
O=C(NCCCC(=O)N1CCCCC1)c1ccc(Cl)cc1 | 2% | -7% | 8 | 12% | -3 | .
CN(c1ccc(C(=O)NCCSC(C)(C)C)cc1)S(=O)(=O)c1ccccc1 | -27% | -2% | 28 | ? | 11* | -5%
O=C(Nc1ccccc1-c1ccccc1)c1ccccc1[N+](=O)[O-] | 1% | -6% | 2 | ? | -3 | 10%
C/C(=C\C(=O)OCCCCCCCCC(=O)O)C[C@@H]1OC[C@H](C[C@@H]2O[C@H]2[C@@H](C)[C@H](C)O)[C@@H](O)[C@H]1O | 18% | 0.03µM* | . | 0.19µM* | . | .
C=COC(=O)/C=C/C | . | . | -10 | . | -4 | 0%
CSc1nnc(NC(=O)c2ccc(C)c(S(=O)(=O)N3CCOCC3)c2)s1 | 3% | 26% | 2 | 11% | 0 | -4%
CCOC(=O)C1CCCN(c2c(N3CCc4ccccc4C3)c(=O)c2=O)C1 (stereo unspecified) | . | ? | -17 | . | -8 | 1%
O=C(Nc1ccncc1)C1CCN(S(=O)(=O)c2ccc(Cl)c(C(F)(F)F)c2)CC1 | ? | 12µM* | . | ? | . | .
O=C(CCc1ccccc1)NNC(=O)COc1ccc(Br)cc1 | 11µM* | 4% | 31 | 7% | -4 | -2%
CCOC(=O)C(NC(=O)c1ccc(OC)cc1)(OCC1(CC)COC1)C(F)(F)F (stereo unspecified) | 10% | 13µM* | -28 | 13µM* | -3 | 1%
COc1ccc(-c2csc(NC(=O)CN3C(=O)CCC3=O)n2)cc1 | 0% | 70%[activator] | 17 | 15% | 6 | 1%
CC1CCN(C(=O)/C(=C\c2ccccc2)NC(=O)c2ccccc2)CC1 | 16% | ? | 5 | 0% | -1 | 3%
Cc1ccc(OCc2nnnn2-c2ccccc2)cc1 | 5% | ? | 39 | 17% | -1 | 2%
O=C(/C=C/c1ccccc1)c1ccc(NC2=NCCCS2)cc1 | -3% | -24% | 30* | 27% | 26* | 5%
O=C(Cn1nc(C(F)(F)F)c2c1CCCCC2)N1CCOCC1 | 10% | . | 1 | 2% | -6 | 7%
COc1ccccc1NS(=O)(=O)c1cccc(C(=O)N/N=C/c2ccc3c(c2)OCCO3)c1 | 3% | 38%[activator] | 53* | 9% | 28* | 3%
CCN(CC)S(=O)(=O)c1ccc(=O)n(CC(=O)N2CCCc3cc(C)ccc32)c1 | ? | ? | . | ? | . | .
CN(C)CCN=Cc1c(O)n(-c2cccc(C(F)(F)F)c2)c(=O)[nH]c1=O | 4% | ? | 11 | 21% | 3 | 12%
COC(=O)c1ccc(COc2ccccc2/C=C(\C#N)C(=O)Nc2ccc(C)cc2C)cc1 | 5% | -19% | 17 | 9% | 7 | -2%
O=C(c1ccco1)N1CCN(c2c([N+](=O)[O-])nn(-c3ccc(Cl)cc3)[n+]2[O-])CC1 | 8% | 0% | -9 | 9% | 9 | -16%
COc1ccc(/C=N/NC(=O)Cn2c(Cc3ccc(OC)c(OC)c3)nc3ccccc32)cc1OC | -3% | -24% | -12 | 0% | 8 | -2%
COCCN(CCOC)C(=O)CSc1ccc(S(=O)(=O)N2CCN(C)CC2)cn1 | 10% | ? | . | -29% | . | .
O=C1Cc2cc(NS(=O)(=O)c3ccc([N+](=O)[O-])cc3)cc3c2N1CCC3 | 0%[8.37 µM] | 10% | . | -8% | . | .
O=C(CN1CCN(Cc2ccccc2)CC1)NCc1ccccc1Cl | 9% | 18% | -16 | 9% | -7 | 2%
Cc1[nH]c2ccccc2c1CCCNC1CCCCC1 | ? | 50%[activator] | -17 | -14% | -2 | -22%
CCCN1C(=O)c2ccccc2NC1c1ccc(Cl)c(Cl)c1 (stereo unspecified) | ? | 9.3µM* | -6 | ? | -5 | 5%
CC(C)(C)C(=O)CNS(=O)(=O)c1ccc(S(=O)(=O)NC2CCCC2)cc1 | -1%&2% | ? | -10 | 1% | -5 | 6%

Brought forward from above: two entries; new compounds follow.
Compound | HCV inhibitor | Pf growth 96h | Shiga toxin inh | Pf growth 48h | CHX counter | FBPA Giardia inh
CCCN1C(=O)c2ccccc2NC1c1ccc(Cl)c(Cl)c1 (stereo unspecified) | ? | 9.3µM* | -6 | ? | -5 | 5%
CC(C)(C)C(=O)CNS(=O)(=O)c1ccc(S(=O)(=O)NC2CCCC2)cc1 | -1%&2% | ? | -10 | 1% | -5 | 6%
CCOC(=O)CNC(=O)CSc1nc2cccnc2n1CC | 5% | 6% | 3 | 0% | 8 | 0%
O=C(NCCCN1CCCC1)c1ccc(CS(=O)(=O)c2ccc(Br)cc2)o1 | -17% | ? | 24 | . | 0 | -17%
COc1ccc(NC(=O)CSc2nnc(-c3cc(C)[nH]n3)n2N)cc1 | 8% | ? | -8 | -17% | 0 | .
CC(=O)Nc1ccc(SC(C)C(=O)NC(N)=O)cc1 (stereo unspecified) | 3% | . | -22 | 15% | 1 | 6%
Cc1ccc2[nH]c(=O)cc(C(=O)OC(C)C)c2c1 | -22% | -8% | -7 | -19% | -1 | 1%
O=C(NCCN1C(=O)S/C(=C\c2cccs2)C1=O)c1ccco1 | 27% | ? | 37 | -6% | 46* | -2%

Profiles from above. Screens in order: HCV inhibitor	Pf growth 96h	Shiga toxin inh	Pf growth 48h	CHX counter	FBPA Giardia inh
COc1ccccc1NS(=O)(=O)c1cccc(C(=O)N/N=C/c2ccc3c(c2)OCCO3)c1 reads 3%	38%[activator]	53*	9%	28*	3%
CC(C)Oc1cc(-n2nc(C(C)(C)C)oc2=O)c(Cl)cc1Cl reads .	.	12	.	8	-3%
COc1ccc(NC(=O)CSc2nnc(-c3cc(C)[nH]n3)n2N)cc1 reads 8%	?	-8	-17%	0	.

No enrichment for hits (roughly 24% active in at least one column).
